Screening results from PubChem BioAssay.
TbREL1 primary: TbREL1 inhibition, primary screen; TbREL1 RNA ligation, FRET fluorescence; inhibition, % at 9.66 µM; 89,000 compounds, 0.49% hits;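 active = inhibition above the mean inhibition across all screened compounds plus 3 SD, cut at about 11% in these data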;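 note: 0% = plate median of test wells and 100% = NSC42067 control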
Target sequence (P86926 whole entry, looked up): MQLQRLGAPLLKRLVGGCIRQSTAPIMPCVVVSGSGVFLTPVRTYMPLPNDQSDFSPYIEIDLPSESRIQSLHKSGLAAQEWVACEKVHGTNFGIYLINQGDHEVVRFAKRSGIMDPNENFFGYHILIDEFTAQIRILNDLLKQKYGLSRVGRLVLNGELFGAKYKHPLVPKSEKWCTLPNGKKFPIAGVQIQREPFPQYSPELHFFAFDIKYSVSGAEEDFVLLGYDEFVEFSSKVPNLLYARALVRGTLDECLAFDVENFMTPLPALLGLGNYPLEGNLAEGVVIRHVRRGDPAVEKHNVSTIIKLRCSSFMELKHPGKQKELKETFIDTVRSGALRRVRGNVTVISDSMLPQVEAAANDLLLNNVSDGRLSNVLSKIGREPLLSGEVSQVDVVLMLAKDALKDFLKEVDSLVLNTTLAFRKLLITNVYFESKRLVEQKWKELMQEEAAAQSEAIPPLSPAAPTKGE
Starred values were filed as active, the others as inactive. Not all compounds are listed (hit frequency here may not be typical).

SMILES	TbREL1 primary
CCOc1ccc(NC(=O)COc2ccc3c(c2)OCO3)cc1	-1
Cc1ccnc(NC(=O)c2ccco2)n1	2
O=C(COC(=O)/C=C/c1ccc(OC(F)F)cc1)NC1CCCCC1	-1
O=C(C[C@@H]1C/C=C\CCC(=O)O[C@H](c2ccccc2)CNC1=O)N[C@H](CO)Cc1ccccc1	-1
Cc1ccc(-c2ccc(CCC(=O)O)n2-c2ccc(O)cc2)cc1	1
COC(=O)c1cc2ccccc2c([N+](=O)[O-])c1O	-1
CC(C)C[C@H](NC(=O)c1[nH]cnc1C(=O)Nc1ccc(CNC(=O)OC(C)(C)C)cc1)C(=O)OCc1ccccc1	3
COc1ccc(CN2C(=O)NC3(CCCCC3)C2=O)cc1F	1
COc1ccc(N2CCN(C(c3cc(OC)ccc3OC)c3nnnn3Cc3ccco3)CC2)cc1 (stereo not drawn)	0
CCOC(=O)Cn1c(=O)oc2cc(S(=O)(=O)N3CCCC(C(=O)OCC)C3)ccc21 (stereo not drawn)	-1
CCOC(=O)C1=C(c2ccccc2)O/C(=C(\C(=O)OC)C(F)(F)F)S1	1
Cc1ccc(NC(=O)c2ccccc2OCC(=O)Nc2ccccc2F)cc1S(=O)(=O)N(C)C	7
N/C(=N\OC(=O)c1cccc([N+](=O)[O-])c1)c1cccnc1	-2
CCOC(=O)C1=C(COC(=O)c2cccs2)NC(=O)NC1C (stereo not drawn)	-1
Cc1ccc(C)c(NC2=NS(=O)(=O)c3ccccc32)c1	2
Cc1ccc(C(=O)NCCCNC(=O)c2ccco2)cc1	2
CCCCCNC(=O)c1cc(S(=O)(=O)N2CCCCC2)ccc1F	-2
COc1ccc(CCNC(=O)Nc2ccc3c(c2)[C@@]2(CC(=O)N(CC(C)C)C2c2ccccc2)C(=O)N3C)cc1OC (stereo partly drawn)	-1
O=C(NCCCN1CCOCC1)c1cccc(S(=O)(=O)Nc2ccccc2Cl)c1	-2
O=C1CSC(=Nc2ccccc2)N1	2
CCOC(=O)CN1CC23C=CC(O2)C(C(=O)O)C3C1=O (stereo not drawn)	0
COCCCn1c(=S)[nH]c2sc3c(c2c1=O)CCCS3	-5
O=C(CNC(=O)c1cccs1)N/N=C/c1cccc(Cl)c1	0
CC(C)(C)OC(=O)C[C@H]1C/C=C\C[C@@H](CC(=O)N[C@@H](CO)Cc2ccccc2)C(=O)NC[C@@H](c2ccccc2)OC1=O	-1
Cc1ccc(-n2c(SCc3ccc(Cl)c(Cl)c3)nnc2-c2ccc(C(C)(C)C)cc2)cc1	5

More structures:
SMILES	TbREL1 primary
CCC/C(=N\NC(=O)C1CCCC1)c1ccccc1	4
CC(=O)c1cc2c(cc1NC(=O)CN1CCC(Cc3ccccc3)CC1)OCO2	2
CCOC(=O)C1C(C(=O)OC)=C(C2=CCCCC2)c2ccccc2N1S(=O)(=O)C(F)(F)F (stereo not drawn)	-2
Cc1ccc(-c2nnc(SCC(=O)N(C)C)nc2-c2ccc(C)cc2)cc1	-4
CCN(CC(=O)NCCc1ccccc1)S(=O)(=O)c1ccc(C)cc1	0
COc1cc(NS(=O)(=O)c2cc(C(=O)N3CCN(C(C)=O)CC3)ccc2OC)cc(OC)c1	-6
Cc1cccc(N2CCN(C(=O)c3ccc(-n4cncn4)c([N+](=O)[O-])c3)CC2)c1C	-1
O=C(CC(Sc1n[nH]c(-c2ccccc2)n1)c1ccccc1)NCc1ccccc1 (stereo not drawn)	-1
CCN(CC)S(=O)(=O)c1ccc2oc(Nc3ccc(OC)cc3)nc2c1	-1
CCc1ccc(N(CC(=O)NC(C)(C)CC)C(=O)CCC(=O)Nc2nccs2)cc1	-2
COc1ccc(-c2nn(-c3ccccc3)cc2C(=O)NC(=S)N2CCOCC2)cc1OC	-1
CCc1cc(C(=O)N2CCN(S(=O)(=O)c3ccccc3F)CC2)sc1C	0
CCC(NC(=O)c1oc2ccccc2c1COC)c1ccc(OC)cc1 (stereo not drawn)	1
S=C1NC[C@H](CC2CCCCC2)N1CCCCC1CCCCC1	-3
Cc1cc(C)n(CC(=O)O)c(=O)c1[N+](=O)[O-]	4
Cc1cc(NC(=O)CSc2nnnn2-c2ccc(C(C)C)cc2)no1	0
O=C(NCCCCc1ccccc1)NC[C@@H]1CC[C@@H](Cc2ccc(-c3ccccc3)cc2)O1	1
FC(F)(F)c1ccc(NC(=S)NC2CCCCC2)cc1	-4
Nn1c(SCc2ccc(F)cc2)nnc1-c1ccccn1	-1
CCNC(=O)c1c(C)[nH]c(C(=O)OCC)c1C	-1
COc1c(F)cccc1C1=CC(=O)C[C@H](c2ccc(F)cc2)C1	5
CC(=O)c1cccc(S(=O)(=O)NC2CC2)c1	1
CCOC(=O)C1=C(NC(=S)NC(=O)c2ccccc2)c2ccccc2CC1(C)CC (stereo not drawn)	0
CCn1cc(/C=C(\NC(=O)c2ccc(OC)c(OC)c2)C(=O)NCCCN2CCOCC2)c2ccccc21	-5
O=C(c1cccc(NS(=O)(=O)c2cccc(C(F)(F)F)c2)c1)N1CCOCC1	0

Some of the entries so far, as a markdown table.
| compound | TbREL1 primary |
| --- | --- |
| CCc1cc(C(=O)N2CCN(S(=O)(=O)c3ccccc3F)CC2)sc1C | 0 |
| COc1cc(NS(=O)(=O)c2cc(C(=O)N3CCN(C(C)=O)CC3)ccc2OC)cc(OC)c1 | -6 |

Part of the list above, in markdown.
| SMILES | TbREL1 primary |
| --- | --- |
| CCN(CC(=O)NCCc1ccccc1)S(=O)(=O)c1ccc(C)cc1 | 0 |
| O=C(C[C@@H]1C/C=C\CCC(=O)O[C@H](c2ccccc2)CNC1=O)N[C@H](CO)Cc1ccccc1 | -1 |
| CCOC(=O)C1C(C(=O)OC)=C(C2=CCCCC2)c2ccccc2N1S(=O)(=O)C(F)(F)F (stereo not drawn) | -2 |
| COc1c(F)cccc1C1=CC(=O)C[C@H](c2ccc(F)cc2)C1 | 5 |
| Cc1cccc(N2CCN(C(=O)c3ccc(-n4cncn4)c([N+](=O)[O-])c3)CC2)c1C | -1 |
| CCc1ccc(N(CC(=O)NC(C)(C)CC)C(=O)CCC(=O)Nc2nccs2)cc1 | -2 |
| CCn1cc(/C=C(\NC(=O)c2ccc(OC)c(OC)c2)C(=O)NCCCN2CCOCC2)c2ccccc21 | -5 |

Returning to the listing, starting 2 compounds before the break.
SMILES	TbREL1 primary
CCn1cc(/C=C(\NC(=O)c2ccc(OC)c(OC)c2)C(=O)NCCCN2CCOCC2)c2ccccc21	-5
O=C(c1cccc(NS(=O)(=O)c2cccc(C(F)(F)F)c2)c1)N1CCOCC1	0
CC/C(=N\NC(=O)c1cccnc1)c1ccc2c(c1)OCCO2	6
C[C@H](OC(=O)NCc1ccc(C(F)(F)F)cc1)[C@@H]1O[C@@]2(C)CCC[C@@H]1O2	-1
CSc1nsc(SCC(=O)Nc2ccc(OC(C)=O)cc2)n1	6
O=C(Cn1c(=O)oc2ccccc21)Nc1cccc(Cl)c1	3
Cc1cc(N2CCN(c3ccccc3)CC2)nc(-c2ccccc2)n1	1
COc1cccc(NC(=O)N2CCCC2C(=O)NCC(C)C)c1 (stereo not drawn)	-2
CCOC(=O)[C@@H](C)N(Cc1ccc(OC)cc1)S(=O)(=O)N(Cc1ccccc1)[C@H](C(=O)OC)C(C)C	2
O=C(Nc1ccc(N2C(=O)CC3(CCCCC3)C2=O)c(Cl)c1)c1ccccn1	8
O=c1[nH][nH]c(-c2ccccc2O)c1C(C[N+](=O)[O-])c1ccc(Cl)cc1Cl (stereo not drawn)	-1
CN(NC(=O)Nc1ccc(Cl)cc1)c1ncc(C(F)(F)F)cc1Cl	2
O=C(CSc1nc2ccccc2c(=O)n1-c1ccccc1Cl)NCC1CCCO1 (stereo not drawn)	-3
CC(NC(=O)NNC(=O)c1ccncc1)(C(F)(F)F)C(F)(F)F	1
Cc1cc(C)c[n+](CC(=O)c2cc3ccccc3oc2=O)c1	-1
Cn1nc(C(=O)Nc2cccc(C(F)(F)F)c2)ccc1=O	1
O=C(COC(=O)CCCOc1ccc(Cl)cc1Cl)NCc1ccccc1	-1
COc1ccc(CN2CC(C(=O)NCCc3ccc(Cl)cc3)CC2=O)cc1 (stereo not drawn)	-2
COc1cc(CNCCN2CCOCC2)ccc1OCc1ccccc1Cl	1
CN1C(=O)Cc2cc(S(=O)(=O)NCc3c(F)cccc3Cl)ccc21	0
CCCCN(C(=O)Cc1cccs1)c1nnc(-c2cccnc2)s1	-1
Cc1csc2c(=O)n(CCO)c(=O)[nH]c12	-1
O=C(NCc1ccccc1)c1ccc(CO)cc1	2
CNC(=O)c1sc(SC)cc1-c1ccc(Cl)cc1	2
Cc1ccc(-n2c(SCC(=O)Nc3ccc(S(=O)(=O)Nc4cc(C)nc(C)n4)cc3)nnc2-c2ccncc2)cc1	0
CC(=O)NC1=NC(=O)/C(=C/c2cc(C)n(-c3cccc(C(=O)O)c3)c2C)S1	6
CC(C)NC(=O)NC(=O)COC(=O)c1c2c(nc3ccccc13)CCC2	0

(list continues)
SMILES	TbREL1 primary
CCCn1nnc2c(=O)oc3ccccc3c21	1
O=C(NCc1ccc2c(c1)OCO2)C1CC(=O)N(CCc2ccc(F)cc2)C1 (stereo not drawn)	-3
Cc1csc(=O)n1CC(=O)OCC(=O)NCc1ccc(Cl)cc1Cl	-2
Cc1ccccc1NC(=O)Cc1nc(COC(=O)CSc2ccc(F)cc2)cs1	-2
CC1Cc2ccccc2N1C(=O)COC(=O)/C=C/c1ccc(F)cc1 (stereo not drawn)	0
Cc1ccc2c(c1)-c1c(ssc1=S)C(C)(C)N2C(=O)CN1C(=O)c2ccccc2C1=O	-1
COc1ccc(C(=O)Nc2nc(CC(=O)NCCc3ccccc3)cs2)cc1	-1
Cc1ccc(C(OC(=O)c2ccco2)C(=O)NC2CCCC2)cc1 (stereo not drawn)	0
CCOC(=O)/C=C1\SCC(=O)N1Cc1nnc(-c2ccccc2Br)o1	-1
CCOc1cc(/C=N/NS(=O)(=O)c2ccc(OC)cc2)ccc1OCCN1CCOCC1	2
CCN(CC)CCn1c(NC(=O)c2ccc(C(F)(F)F)cc2)nc2ccccc21	5
CCCCCCSc1ccc([C@H]2N[C@@](Cc3ccccc3)(C(=O)OC)[C@H]3C(=O)N(C)C(=O)[C@@H]23)cc1	2
CCOC(=O)c1cccc(NC(=O)C2CCCN(S(=O)(=O)c3c(C)nn(C)c3C)C2)c1 (stereo not drawn)	3
COc1ccc(S(=O)(=O)Cc2ccc(C(=O)N3CCN(c4ccccc4)CC3)o2)cc1	-2
CSc1ccc(Cl)c(C(=O)OCC(=O)N2CCN(C(=O)c3ccco3)CC2)c1	-2
CCOC(=O)C1=CN(C)C=C(C(=O)OCC)C1c1ccsc1	-7
CCOCCn1c(SCCCc2ccccc2)nc2c1c(=O)[nH]c(=O)n2C	-2
CC1(C)CC(C2N3CC4(C)CN2CC(C)(C3)C4=O)CCO1 (stereo not drawn)	4
COc1ccccc1CN1CCCC(C(=O)N(C)Cc2ccccc2)C1 (stereo not drawn)	0
O=S(=O)(NCCC1=CCCCC1)c1ccccc1Br	0
COC(=O)C1=C(C)Nc2nnnn2C1c1ccc(Cl)cc1Cl (stereo not drawn)	0
CC(C)(C)OC(=O)N1CCC(C(=O)Nc2cccc(C(=O)N3CCCCC3)c2)CC1	-2
CCC[C@H]1[C@@H](OC(=O)NCc2ccccc2)CC[C@@]23CCCN2C(=O)CCC[C@@H]13	-3
COc1ccc(OC)c(-c2csc(NC(=O)COC(=O)C3CC3)n2)c1	1
Cn1c(Nc2ccccc2)nc2ccccc21	0

(more compounds)
SMILES	TbREL1 primary
COCCn1c(SCC(=O)Nc2ccc3c(c2)OCCO3)nc2ccccc2c1=O	5
CC(C)C(C(=O)NCC1CCCO1)N(C(=O)CNS(=O)(=O)c1ccccc1)c1ccc(F)cc1 (stereo not drawn)	-4
O=C(COc1ccc2ccccc2c1)N/N=C/c1ccccn1	6
Clc1ccc(Nc2nc(-c3ccncc3)cs2)cc1	5
CCCSc1nc2c(cnn2-c2ccc(Cl)cc2)c(=O)[nH]1	-2
CCOC(=O)CSc1nnc(CNC(=O)Cc2ccccc2)n1C	0
COc1ccc(C(O)c2nc3ccccc3n2C)cc1OC (stereo not drawn)	1
O=C(CCN1C(=O)/C(=C\c2ccc(F)cc2)SC1=S)Nc1ccc(O)cc1	-3
Cc1ccc(Cl)cc1N1CCN(CC(=O)Nc2ccc3[nH]c(=O)[nH]c3c2)CC1	1
C/C(=C1/SC(=S)N(CCC(=O)O)C1=O)c1ccc(O)cc1	4
O=C(c1ccc(Cl)cc1)N1CCC(O)(CSc2ccccc2)CC1	0
CCOC(=O)c1cnn(-c2ncnc3sc(CC)cc23)c1N	1
CCOc1ccc(/C=N/n2cnnc2)cc1	-2
CC(C)N1C(=O)CC(Nc2cccc3cccc(N)c23)C1=O (stereo not drawn)	0
O=C(c1ccc(Cl)cc1)c1cnc(-c2ccc(Cl)cc2)s1	-1
CN(C(=O)CSc1nnc(-c2ccco2)n1C)C1CCCCC1	0
O=C(CSc1ccc(-c2cccc([N+](=O)[O-])c2)nn1)N1CCCC1	3
Brc1cccc(OCCN2CCOCC2)c1	2
NC(=O)c1cnn2c1NC(c1ccc(F)cc1)CC2C(F)(F)F (stereo not drawn)	-1
CCCc1nnc(SCC(=O)N2CCCCC2C)n1CCOC (stereo not drawn)	-1
CCc1ccccc1NC(=O)NCc1cccnc1	5
CC1=C(C#N)C2C(/C1=N/O)C2(C)C (stereo not drawn)	2
NC(=S)NN=C1CCCCCCCCCC1	-7
CC(Sc1nc2ccc(C(=O)c3ccccc3)cc2[nH]1)C(=O)O (stereo not drawn)	0
O=C1NC(=S)N/C1=C/c1ccc2ccccc2c1	-1

The results go on:
SMILES	TbREL1 primary
CCSC1=NSC2=NC(=O)/C(=C\c3coc4ccccc4c3=O)C(=N)N12	4
Cc1c(C)n(Cc2ccc(Cl)cc2)c2ccc(C(=O)NCCCN3CCOCC3)cc12	-5
Cc1ccc(NC(=S)N(CCCN2CCOCC2)Cc2ccccn2)cc1Cl	-2
O=C(Nc1nnc(C2CC2)s1)c1ccc(S(=O)(=O)c2ccccc2)cc1	2
O=C(CCCl)N1c2ccccc2C=Cc2ccccc21	-2
CCN(CCO)c1cc(Cl)nc(SC)n1	0
